H9c2 TAG inh: reduces triacylglycerol accumulation in H9c2 cells. Nile Red lipid (TAG) fluorescence; cells loaded with 200 µM oleic acid. inhibition, % at 12.5 µM. 230,000 compounds, 0.66% hits. AID 651582;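 active = pattern-corrected inhibition of lipid staining of at least 50% with the nuclear-stain viability signal not falling by more than 50%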;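 note: 0% = DMSO wells and 100% = triacsin C control wells; some results filed as inactive read as strong as hits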
H9c2 TAG inh DAPI viability: second read-out of H9c2 TAG inh, no call of its own (marks repeat the call); DAPI nuclei signal change (viability), lower = more cytotoxic, %;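 whole-well DAPI fluorescence read on a plate reader as a viability signal; minus 50 percent equals half of cells still viable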
* hit, by the source's call; & = joins results of further samples. These rows are one share of the data; count on the stated rates, not on these rows.

SMILES	H9c2 TAG inh	H9c2 TAG inh DAPI viability
Cc1cccc(Cn2c(C(C)O)nc3ccccc32)c1 (stereo not given)	3	5
Cc1ccccc1OC(=O)n1c(=S)oc2cc(Cl)ccc21	-7	2
OC[C@@H]1CN(Cc2cccnc2)C[C@H](n2cnc3c(N4CCOCC4)ncnc32)O1	-5	7
CCCCOc1cccc(OCC(=O)Nc2nc3ccccc3[nH]2)c1	-8	6
CCCc1cc(=O)n2[nH]c(-c3ccc(Br)cc3)cc2n1	6	2
CN(C)C(=O)CSc1nnc(-c2cnccn2)n1C	-14	2
O=C(CCN1C(=O)c2ccc([N+](=O)[O-])cc2C1=O)Nc1ccccc1C(=O)O	-3	7
Cc1ccc(C)c(S(=O)(=O)NCC(=O)N2CCCC2)c1	3	-1
Cc1cccc(NC(=O)CN2CCN(C(=O)c3oc4c(Cl)cccc4c3C)CC2)c1C	-3	3
Cc1cccc(N2CC(O)(c3cccs3)[N+]3=C2CCCC3)c1C (stereo not given)	-9	-5
O=C(NCc1ccccn1)c1coc(=O)c(Br)c1	-9	-9
COC(=O)Nc1ccc(S(=O)(=O)N2CCCC(C(=O)NC3CCCCC3)C2)cc1 (stereo not given)	-8	0
C[C@@H](OC(=O)c1[nH]cnc1C(=O)N1CCN(C(=O)OC(C)(C)C)CC1)c1ccccc1	-9	1
O=C(CN1C(=O)NC2(CCCCCCC2)C1=O)Nc1ccc(Br)cc1Br	18	-1
CC(=O)n1ccnc1	-5	-10
O=C1NC2(CCCCC2)C(=O)N1CCN1C(=O)c2ccccc2C1=O	14	-15
O=C(O)Cc1csc(NC(=O)CSc2cccc(C(=O)O)n2)n1	-4	-4
O=c1cc(CSc2nnc(COc3ccc(Cl)cc3)o2)c2ccccc2[nH]1	10	5
Cc1ccc(NC(=S)N(CCCN2CCOCC2)Cc2cccnc2)cc1C	9	-1
N#Cc1ccsc1NC(=O)c1cccc([N+](=O)[O-])c1	-2	3
CCN(C(=O)Cn1nnc(-c2ccccc2)n1)C1CCS(=O)(=O)C1 (stereo not given)	14	-10
Cc1ccc(C)c(NC(=O)COC(=O)c2ccc3c(c2)OCO3)c1	-29	5
COc1ccc(-n2ncc3c(=O)n(CC(=O)N4c5ccccc5CC4C)cnc32)cc1 (stereo not given)	26	2
Fc1ccc(-c2cc(-c3cccs3)cc(-c3ccccc3)n2)cc1	-17	10
Cc1cccc(NC(=O)CN(C)S(=O)(=O)c2cccc3cccnc23)c1	-5	5
O=C(/C=C/c1ccc(Cl)c([N+](=O)[O-])c1)Nc1ccc(NC(=O)c2ccco2)cc1	13	-5
Cc1cn(CC(C)C)c(=O)n(-c2ccccc2)c1=O	-3	1
CC(=O)c1ccc(C(=O)N2CCCC(C(=O)c3cc(F)ccc3F)C2)s1 (stereo not given)	3	5
CN(Cc1ccc(-n2cccn2)cc1)Cc1nc(-c2cnccn2)no1	-9	17
Cc1ccc(NS(=O)(=O)c2ccc(C(=O)OCC(=O)N3CCCCC3)cc2)cc1	-5	-4
Cc1c(NC(=O)C2CC(c3ccc(F)cc3)=NO2)c(=O)n(-c2ccccc2)n1C (stereo not given)	-17	-3
CCOCCCNC(=O)c1ccc(OC)cc1	-11	-4
O=C(c1ccc(CNS(=O)(=O)c2ccc(Br)cc2)cc1)N1CCCC1	10	-1
O=C(N/N=C\c1ccc(Cl)s1)C1COc2ccccc2O1 (stereo not given)	-2	-6
Cc1cc(Cl)ccc1OCC(=O)OCC(=O)NCCNC(=O)COC(=O)COc1ccc(Cl)cc1C	-8	5
C#CCOCCOCCOCCNc1nc(N2CCN(C(=O)CCCCCCCCCCNC(=O)Cn3cc(C[C@@H](C)O)nn3)CC2)nc(N2CCN(C(=O)CCCCCCCCCCNC(=O)[C@H](CO)n3cc(CCCSC)nn3)CC2)n1	-14	-2
COc1cc(/C=C/C(=O)OCC(=O)Nc2c(C)n(C)n(-c3ccccc3)c2=O)ccc1O	-2	-3
COc1ccc(Cl)cc1-c1cc(C(=O)NC2CCCCC2)[nH]n1	21	6
COc1ccc(-c2nc(-n3c(C)c(C(C)=O)c(C(C)=O)c3C)sc2C)cc1OC	1	-2
CN(C)S(=O)(=O)c1ccc(N2CCCC2)c(C(=O)Nc2ccc(Br)cc2F)c1	19	-2

Whole records as entered above. Values in the order: H9c2 TAG inh | H9c2 TAG inh DAPI viability
CN(Cc1ccc(-n2cccn2)cc1)Cc1nc(-c2cnccn2)no1 is entered as -9 | 17
Cc1c(NC(=O)C2CC(c3ccc(F)cc3)=NO2)c(=O)n(-c2ccccc2)n1C (stereo not given) is entered as -17 | -3

Next part.
SMILES	H9c2 TAG inh	H9c2 TAG inh DAPI viability
CCOc1ncccc1C(=O)OCC(=O)NC1CCCCC1	-11	0
COc1cc(CNCc2cccnc2)ccc1OCC(=O)NC1CCCCC1	12	-6
CCCNC(=O)C(Cc1ccc(I)cc1)NC(=O)c1ccc(C#N)cc1 (stereo not given)	-12	6
CCCSc1nc2c(cnn2-c2ccccc2)c(=O)n1N	-1	3
O=[N+]([O-])c1cc(S(=O)(=O)Oc2ccccc2)ccc1Cl	42	-32
Cc1c(C(=O)N/N=C/c2ccccc2)[nH]c2c([N+](=O)[O-])cccc12	33	-11
C#CC[N+]1(CC#Cc2ccccc2)CCCCC1	-15	-2
NC(=O)c1[nH]cnc1N	-6&-14	4&-5
COCc1c(C(=O)OCC(=O)N(C)C2CCS(=O)(=O)C2)oc2ccccc12 (stereo not given)	11	3
CCN(CC)S(=O)(=O)c1cc(C(=O)OCC(=O)Nc2cccc(Br)c2)ccc1F	-2	-1
O=C(NCCCCCCNC(=O)C1CCCC1)C1CCCC1	-13	2
CCn1nc(C)c(NC(=O)Nc2cccc(Cl)c2Cl)c1C	-1	10
Cc1c(Br)c([N+](=O)[O-])nn1CC(=O)Nc1sc2c(c1C(=O)OC(C)C)CCCC2	10	9
CC(C)(C)CC(=O)O/N=C(\N)c1ccncc1	-6	5
N#Cc1ccccc1N1CCN(C(=O)c2ccc(NC(=O)c3ccc(Br)o3)cc2)CC1	-17	6
C[C@H]1CN([C@@H](C)CO)C(=O)c2cccc(NC(=O)C3CC3)c2O[C@H]1CN(C)C(=O)Nc1ccc2c(c1)OCO2	11	4
CCOC(=O)N1CCN(C(=O)c2cc3c(ccc4ccccc43)oc2=O)CC1	2	3
COc1ccccc1NS(=O)(=O)c1ccc(C(=O)N2CCCC(C)C2)cc1 (stereo not given)	-23	0
COc1ccc(-c2cc(C(=O)N3CCCCCC3)c3ccccc3n2)c(OC)c1	-13	3
CC(=O)NC(Cc1cccc(F)c1)C(=O)NC1CCN(c2nnnn2-c2ccccc2)CC1 (stereo not given)	-7	-6
CN(C(=O)COC(=O)c1n[nH]c2ccccc12)C1CCS(=O)(=O)C1 (stereo not given)	3	-1
COc1cccc(-c2cc(C(=O)Nc3ccn(Cc4ccc(C)cc4)n3)no2)c1	-14	-1
O=C(Nc1cccc2cccnc12)c1ccc2sc([C@@H]3O[C@H](CO)[C@H](O)[C@H](O)[C@H]3O)nc2c1	6	3
CCOC(=O)C1CCN(C(C(=O)NC2CCCCC2)c2ccc(OC)cc2)CC1 (stereo not given)	-12	-8
CC1(C)CC(O)CC(C)(C)N1CC(O)COCCOc1ccc(Br)cc1 (stereo not given)	-11	6
Cc1ccc(NC(=O)c2ccc(=O)[nH]c2)cc1S(=O)(=O)N1CCCCC1	-5	1
COC(=O)CSc1nnc(-c2ccncc2)o1	8	-17
COc1ccc(CCNC(=O)CCn2c(=O)oc3ccccc32)cc1	-5	6
CC(C)Oc1ccc(CCNC(=O)CC2C(=O)NCCN2C)cc1 (stereo not given)	-12	7
Cc1cc(C(=O)OCC(=O)N(C)c2ccccc2)c(C)o1	-8	-1
O=C(NCCCc1nc2ccccc2[nH]1)c1ccc(F)cc1	8	-8
COc1cc(OC)nc(Oc2ccccc2C=O)n1	-3	-7
O=C1CN(CC(=O)N2CCCCC2)c2ccccc2O1	-15	4
O=C(Nc1ccc(N2CCOCC2)cc1)C1CCCCN1S(=O)(=O)c1ccccc1 (stereo not given)	1	1
COc1cccc(CN2CCCC(C(=O)c3ccc4c(c3)OCO4)C2)c1O (stereo not given)	12	-3
O=C1CCCC2=C1C(c1cccc(O)c1)c1c(ccc3ncccc13)N2 (stereo not given)	-3	7
CCC1(CC)NC(=O)N(CC(=O)OCC(=O)NC(=O)c2ccc(Cl)cc2)C1=O	-17	7
Cn1nc(C(C)(C)C)cc1NC(=O)C1(C)CCN1C(=O)C1(c2ccccc2)CC1 (stereo not given)	-18	3
NC(=O)C1CCN(C(=O)c2cn(-c3ccccc3)nc2-c2cccnc2)CC1	0	7
CC1(C)Nc2ccccc2C(=O)N1NS(=O)(=O)c1ccccc1	-16	28
Nc1nnnn1/N=C/c1ccco1	-11	-9
O=C(O)CCC(=O)N1CCc2cc(S(=O)(=O)N3CCC(Cc4ccccc4)CC3)ccc21	5	12
CCc1ccc(NC(=O)c2noc3c2CCc2ccccc2-3)cc1	16	-14
COc1cc(/C=C/C(=O)OCC(=O)NCc2ccco2)ccc1OCC#N	-8	-19
OCCC1CN(Cc2nc3c(s2)CCCC3)CCN1Cc1ccccc1 (stereo not given)	3	-6
Cc1ccc2c(C)c(C(=O)N(Cc3ccc(N(C)C)cc3)C3CCS(=O)(=O)C3)oc2c1 (stereo not given)	-6	-13
Cc1ccc(N2CC(C(=O)NC3=NCCS3)CC2=O)cc1C (stereo not given)	17	1
CCCN(CC(=O)Nc1ccccc1C)C(=O)c1ccc(Cl)c(S(=O)(=O)N2CCCC2)c1	0	-1
CC(=O)Nc1cccc(-c2cc(NC(C)=O)c3ncc(-c4ccccc4)n3c2)c1	10	8
Cc1ccc([N+](=O)[O-])cc1NC(=O)c1cccs1	-1	2
CC(C)Sc1nc(N)nc2c1ncn2C1OC(CO)C(O)C1O (stereo not given)	4	1
c1ccc(-c2ccc(OCCN3CCOCC3)cc2)cc1	-1	18
O=C(c1ccccc1NS(=O)(=O)c1ccc(F)cc1)N1CCOCC1	-4	3
Cc1ccc(S(=O)(=O)N2CCN(C(=O)CN3CCN(c4ccc(O)cc4)CC3)CC2)cc1	-9	-6
CCc1c(C)[nH]n(CCC#N)c1=O	1	5
CC(=O)CSc1nsc(SCC(C)=O)c1C#N	4	8
COc1ccc(OC)c(NC(=O)C2CC2c2ccccc2)c1 (stereo not given)	-24	7
COc1ccccc1CNC(=O)C(NC(=O)c1ccccc1C)C(C)C (stereo not given)	-18	1
C=CCOc1ccc(C=Nc2ccc(OC)cc2)c(O)c1	-16	5
Cc1c(CNCCc2ccc(Cl)cc2)c(C(=O)O)c(C)n1Cc1ccccc1	-4	-7

Additional results follow.
SMILES	H9c2 TAG inh	H9c2 TAG inh DAPI viability
CCOc1ccc(S(=O)(=O)NCCC(=O)Nc2ccncc2)cc1	3	-2
CCN(C(=O)COC(=O)c1ccc(N2C(=O)c3ccccc3C2=O)cc1)C1CCS(=O)(=O)C1 (stereo not given)	12	-4
O=C(NC1(C(F)(F)F)NC(=O)N(Cc2cccnc2)C1=O)c1cccs1 (stereo not given)	12	-4
CCNc1nc(SC(C)C(=O)Nc2ccccc2)nc(N(C)C)n1 (stereo not given)	54*	-13*
O=C(NC(=S)N1CCCCC1CO)C12CC3CC(CC(C3)C1)C2 (stereo not given)	-12	9
COc1cc(NC(=O)c2ccc(-c3csc(C)n3)cc2)c(OC)cc1Cl	-14	6
CNC(=S)Nc1sc2c(c1C(=O)OC)CCC2	7	-8
O=C(Cc1ccccc1Cl)Nc1cccc(S(=O)(=O)N2CCCCCC2)c1	-13	-7
O=C(NCC1CCCO1)c1cc(S(=O)(=O)N2CCOCC2)ccc1Cl (stereo not given)	10	8
Nc1nnc(CC(=O)N/N=C/c2ccccc2OCc2ccccc2F)s1	0	2
Cc1cc(C(=O)COC(=O)c2ccc([N+](=O)[O-])o2)c(C)n1CC1CCCO1 (stereo not given)	72*	-44*
CC(NC(=O)CN1C(=O)NC2(CCCCCC2)C1=O)c1ccccc1Cl (stereo not given)	7	-5
CC[C@]12c3[nH]c4ccc(OC)cc4c3CCN1C(=O)C(CC(=O)NC/C=C(\C)CCC=C(C)C)C[C@@H]2C(=O)N1CCN(C(=O)C2CC2)CC1 (stereo not given in full)	1	2
O=C(c1ccco1)N1CCN(C2c3ccccc3-c3ccccc32)CC1	-12	1
O=C1NC(=O)C2(CCC(C(=O)O)C2)N1 (stereo not given)	4	13
COC(=O)CN(C#N)c1nc(N(C)C)nc(N(C)C)n1	-2	19
O=S(=O)(NC1CCN(S(=O)(=O)c2c(F)cccc2F)CC1)c1ccc2c(c1)OCCO2	-11	2

Structures from the list above containing an NH in an aromatic ring:
SMILES	H9c2 TAG inh	H9c2 TAG inh DAPI viability
CCCCOc1cccc(OCC(=O)Nc2nc3ccccc3[nH]2)c1	-8	6
CCCc1cc(=O)n2[nH]c(-c3ccc(Br)cc3)cc2n1	6	2
C[C@@H](OC(=O)c1[nH]cnc1C(=O)N1CCN(C(=O)OC(C)(C)C)CC1)c1ccccc1	-9	1
O=c1cc(CSc2nnc(COc3ccc(Cl)cc3)o2)c2ccccc2[nH]1	10	5
COc1ccc(Cl)cc1-c1cc(C(=O)NC2CCCCC2)[nH]n1	21	6
Cc1c(C(=O)N/N=C/c2ccccc2)[nH]c2c([N+](=O)[O-])cccc12	33	-11
NC(=O)c1[nH]cnc1N	-6&-14	4&-5
CN(C(=O)COC(=O)c1n[nH]c2ccccc12)C1CCS(=O)(=O)C1 (stereo not given)	3	-1
Cc1ccc(NC(=O)c2ccc(=O)[nH]c2)cc1S(=O)(=O)N1CCCCC1	-5	1
O=C(NCCCc1nc2ccccc2[nH]1)c1ccc(F)cc1	8	-8
CCc1c(C)[nH]n(CCC#N)c1=O	1	5
CC[C@]12c3[nH]c4ccc(OC)cc4c3CCN1C(=O)C(CC(=O)NC/C=C(\C)CCC=C(C)C)C[C@@H]2C(=O)N1CCN(C(=O)C2CC2)CC1 (stereo not given in full)	1	2

Screens: PubChem BioAssay, Sanford-Burnham Center for Chemical Genomics
